Screening results (PubChem)
PvdQ acylase: blocks Pseudomonas aeruginosa PvdQ acylase activity; purified PvdQ acylase, fluorescence plate reader; inhibition, % at 10 µM; actives 0.063% (n = 340,000); AID 488965; in the data active = inhibition above about 30%, passing the limit was not always enough;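 also: 0% = vehicle neutral wells and 100% = reference inhibitor wells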
SR-BI uptake up: enhances SR-BI lipid uptake from DiI-HDL. actives 0.096% (n = 320,000). CHO ldlA[mSR-BI] cells, DiI-HDL uptake fluorescence, 3 h; 100 = double the neutral-control signal. activation, % at 12.5 µM. AID 504775;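 active = mean replicate activation of at least 60% and every replicate at or above 60%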;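 also: 0% = median plate neutral-control signal and 100% = twice that signal; values of inactives mirror those of a sister screen read the other way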
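Material: SR-BI-overexpressing, LDLR-lacking CHO cells | Dosing: Single compound concentration, delivered by pin transfer | Probe or stimulus: Labelled HDL, 10 µg/mL | Signal: Bottom-read cell fluorescence after medium removal, ex 550/em 595 nm | Schedule: 3 h, 37 °C | Evaluation: HDL uptake via cellular fluorescence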
MITF act: activators of MITF-driven TRPM1 promoter activity in SK-MEL-5 cells; SK-MEL-5 TRPM1-promoter luciferase, 24 h; % of positive control, neutral wells = 0; activation, % at 12.5 µM; actives 0.75% (n = 300,000);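 active = mean activation of at least 80% with every replicate also reaching 80%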;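 also: 0% = neutral control wells and 100% = parthenolide positive control wells; values of inactives mirror those of a sister screen read the other way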
CDK5 inh: CDK5/p35 (human) kinase inhibition; AID 488839; inhibition, % at 10 µM; Recombinant CDK5/p35, ADP-Glo luminescence, 60 min; Q00535+Q15078; actives 0.01% (n = 330,000);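 active = highest replicate inhibition of at least 50% and at least 75% of replicates reaching 50%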;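 also: plate controls were DMSO neutral control for no effect and GW8510 at 10 µM for full effect; many of its hits are not listed in these tables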
Target sequence (Q00535 whole entry, looked up): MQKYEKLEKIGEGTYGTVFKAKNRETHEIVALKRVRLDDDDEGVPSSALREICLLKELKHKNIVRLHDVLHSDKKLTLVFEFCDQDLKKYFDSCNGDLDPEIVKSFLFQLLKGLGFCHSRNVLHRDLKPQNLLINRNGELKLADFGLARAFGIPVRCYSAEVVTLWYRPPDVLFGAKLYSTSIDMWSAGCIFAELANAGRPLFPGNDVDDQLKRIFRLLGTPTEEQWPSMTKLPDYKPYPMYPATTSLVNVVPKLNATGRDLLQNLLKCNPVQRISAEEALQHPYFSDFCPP
Target sequence (Q15078 whole entry, looked up): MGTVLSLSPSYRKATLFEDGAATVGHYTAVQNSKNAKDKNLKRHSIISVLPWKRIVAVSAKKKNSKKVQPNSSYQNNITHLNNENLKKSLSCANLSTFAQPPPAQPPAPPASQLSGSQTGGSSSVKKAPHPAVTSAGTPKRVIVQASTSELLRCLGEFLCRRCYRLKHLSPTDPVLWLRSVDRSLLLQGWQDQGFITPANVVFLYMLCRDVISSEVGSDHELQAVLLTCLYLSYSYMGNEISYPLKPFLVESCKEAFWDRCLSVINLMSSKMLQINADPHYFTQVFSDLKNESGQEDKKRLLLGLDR
SR-BI DiI inh: inhibitors of mouse SR-BI mediated HDL lipid uptake. actives 0.96% (n = 320,000). Q61009. ldlA[mSR-BI] CHO cells, DiI-HDL uptake fluorescence, 3 h. inhibition, % at 12.5 µM;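 active = mean replicate inhibition of at least 70% and a set share of replicates each scoring 70 or more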;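 also: 0% = median of neutral control wells and 100% = median of positive control wells; values of inactives mirror those of a sister screen read the other way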
Wnt bcat act: activators of Wnt/beta-catenin signaling; Wnt/beta-catenin reporter cell assay, activator, plate reader; actives 1.2% (n = 300,000); activation, % at 9.35 µM; AID 743398; in the data active = activation above about 30%, passing the limit was not always enough;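 also: 0% = neutral control wells and 100% = positive control wells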
Rtt109 HAT inh: inhibitors of Candida albicans Rtt109/Vps75 histone acetyltransferase. purified Rtt109/Vps75, ThioGlo CoA-SH fluorescence, 4 h. actives 0.16% (n = 330,000). Q5AAJ8. AID 540336. inhibition, % at 34.9 µM;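 active = inhibition of at least 50% in every replicate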
Target sequence (Q5AAJ8 whole entry, looked up): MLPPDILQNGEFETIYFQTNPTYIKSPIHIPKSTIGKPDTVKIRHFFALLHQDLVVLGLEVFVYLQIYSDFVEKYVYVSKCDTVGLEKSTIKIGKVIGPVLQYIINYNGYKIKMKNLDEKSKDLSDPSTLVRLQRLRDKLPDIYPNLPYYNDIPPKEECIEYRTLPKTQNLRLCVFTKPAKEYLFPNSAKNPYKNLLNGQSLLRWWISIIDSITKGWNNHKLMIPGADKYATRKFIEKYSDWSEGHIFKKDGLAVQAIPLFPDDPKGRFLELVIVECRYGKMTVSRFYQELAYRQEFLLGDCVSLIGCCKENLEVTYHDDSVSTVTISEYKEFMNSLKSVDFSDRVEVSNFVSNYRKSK
HTR5A ag: activates human HTR5A in OPRM1-OPRD1 agonist counter-screen | HTR5A agonist assay, luminescence, cell-based | activation, % at 9.3 µM | AID 504692 | actives 0.61% (n = 340,000) | P47898; in the data active = activation mostly above about 9.5%, no sharp cut-off; inactive = mostly below about 7.6%;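 also: 0% = cells with vehicle only and 100% = reference agonist; strong numbers were not always called active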
dFosB activator: enhances mouse delta FosB homodimer DNA binding. P13346. purified delta FosB, TAMRA-CDK5 oligo fluorescence polarization; percent of positive-control signal above neutral wells. activation, % at 25 µM. actives 0.99% (n = 340,000);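 active = mean activation above about 17%, with every replicate also reaching it, limit read from the data, passing the limit was not always enough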;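 also: fluorescence polarization rise as delta FosB binds a TAMRA Cdk5 AP-1 oligo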
RTF Ca sens act: increases calcium sensitivity of human cardiac regulated thin filaments; P19429+P45379; IANBD-labeled TnC RTF fluorescence at EC20 calcium; 0% EC20 calcium, 100% full calcium; activation, % at 7.2 µM; actives 0.24% (n = 340,000); AID 493008;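 active = activation above the mean over all tested compounds plus 3 SD, cut at about 30% in these data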;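 also: rise in fluorescence read as greater calcium sensitivity of cardiac thin filaments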
* = called active by the depositor; nt = not tested or not shown.

SMILES	PvdQ acylase	SR-BI uptake up	MITF act	CDK5 inh	SR-BI DiI inh	Wnt bcat act	Rtt109 HAT inh	HTR5A ag	dFosB activator	RTF Ca sens act
CCCCn1c(=O)[nH]c(=O)c2c1nc(-c1ccc(OC(F)F)c(OC)c1)n2C	0	-12	5	0.7	12	-3	1	-2	3	-10
Cc1nccn1CC(=O)N/N=C/c1cc(Br)cs1	23	1	-1	-0.2	-1	2	-6	3	-1	7
Cc1ccc(OCC(=O)NC2CCCc3ccccc32)c(C)c1 (stereo not drawn)	-6	6	5	1.5	-6	-2	-6	-1	-3	0
C[C@@H]1O[C@@H](Oc2c(-c3cc(O)c(O)c(O)c3)oc3cc(O)cc(O)c3c2=O)[C@H](O)[C@H](O)[C@H]1O	-12	14	-2	0.1	-14	-3	6	3	-3	7
CCc1cc(=O)oc2cc(C)cc(OCC(=O)NC(Cc3c[nH]c4ccc(O)cc34)C(=O)O)c12 (stereo not drawn)	-2	24	nt	0.6	-24	-2	-5	-1	-4	2
COc1ccc(CC(CC(=O)O)C(=O)NCc2ccccc2)cc1 (stereo not drawn)	9	12	-7	0.7	-12	0	-1	-1	4	-2
O=C(c1cc(S(=O)(=O)N2CCOCC2)c(Cl)cc1Cl)N1CCCCC1CO (stereo not drawn)	7	0	-3	1.6	0	-1	-1	11	-5	8
Cc1ccc(SCC(=O)NCc2ccncc2)cc1	-2	6	-3	-1.2	-6	-7	-3	2	2	15
O=C(Cc1ccc2ccccc2c1)Nc1ccccc1Br	4	4	-4	1.2	-4	0	1	0	-1	-4
CC1CCCN(C(=O)Cn2cnc3c2c(=O)n(C)c(=O)n3C)C1 (stereo not drawn)	-13	22	-3	0.0	-22	6	3	nt	-1	-2
O=S(=O)(c1ccc(F)cc1)N1CCN(C(=S)NCC2CCCO2)CC1 (stereo not drawn)	-1	14	-6	0.9	-14	0	1	-4	-1	-2
COc1ccc(CNC(=O)C[C@H]2C[C@H](C(=O)N3CCOCC3)[C@@]3(CCC4CCCC4)c4[nH]c5cc(-c6ccco6)ccc5c4CCN3C2=O)cc1OC	-12	0	-22	1.0	0	-4	-1	3	-8	2
CCc1[nH]nc(C(=O)N2CCCC(CO)(Cc3ccc(F)cc3F)C2)c1C (stereo not drawn)	-10	11	-3	0.1	-11	-2	-10	3	-13	3
Cn1cnnc1SCC(=O)NNC(=O)COc1ccc(Cl)cc1	-13	7	2	0.3	-7	0	-8	9	0	1
CC(OC(=O)CNC(=O)COc1ccccc1)C(=O)N(C)Cc1ccccc1 (stereo not drawn)	-14	11	4	1.1	-11	-1	3	2	-4	4
CCCNC(=O)COc1coc(CN2CCN(c3cccc(Cl)c3)CC2)cc1=O	3	0	7	-0.3	0	1	21	-3	-3	0
CCc1ccc(-c2cc3c(=O)n(CC(=O)NCCCN4CCN(C)CC4)ncn3n2)cc1	-7	8	30	0.3	-8	13	-4	7	-12	3
CN(C)CCCNS(=O)(=O)c1ccc(-n2nnc3ccccc32)c([N+](=O)[O-])c1	-11	9	-51	0.4	-9	-4	12	1	-6	-10
COc1cccc(CN(C)C(=O)c2cccc(S(=O)(=O)N3CCN(c4ccc(F)cc4)CC3)c2)c1OC	-13	-33	-40	-2.9	33	-7	-2	-2	-14	3
COc1ccc(C(=O)C=CNNC(=O)c2ccc(Cl)cc2)cc1	-8	-95	nt	-0.5	95*	5	0	-1	3	-4
OCCNC(=S)Nc1ccc2nsnc2c1	-6	-11	-5	0.8	11	2	5	6	3	-3
CN(C)c1cc2c(cc1NC(=O)c1ccccc1Cl)n(C)c(=O)n2C	-14	-15	nt	1.0	15	0	6	-2	1	0
Cc1ccc(NC(=O)Nc2sc(=S)n(C)c2C)cc1	-2	-35	1	-1.6	35	nt	-6	8	7	0
COc1cc(SC)ccc1C(=O)N(C)Cc1ccccc1	4	-1	9	-0.6	1	nt	1	1	-8	2
Fc1cc2ncn(Cc3ccccc3)c2cc1F	8	23	9	-0.4	-23	nt	-1	0	4	1
NC(=O)/C(=C\c1cccnc1)NC(=O)c1ccccc1	-10	5	-7	0.1	-5	-1	-9	0	-3	5
Cc1cc(N2CCN(S(=O)(=O)c3ccc(Br)cc3)CC2)n2ncnc2n1	7	3	-1	0.6	-3	0	-15	-5	1	-4
O=C(CN(C(=O)c1csnn1)c1ccccc1)NCc1ccc2c(c1)OCO2	-15	nt	18	-0.4	nt	-1	1	7	-1	-5
O=C(NCC1CCCO1)C1CCN(C(=O)c2ccc(Br)cc2)CC1 (stereo not drawn)	1	2	0	-1.5	-2	-1	-15	1	0	-2
COc1ccc2nc(SCC(=O)NC(C)(C)C)[nH]c2c1	5	-19	9	-3.5	19	nt	nt	8	-7	0
Cc1ccc(S(=O)(=O)N2CCC(C(=O)NCCN3CCCCCC3)CC2)cc1	4	14	15	-0.7	-14	nt	3	2	6	2
Fc1ccccc1NC(=S)N1CCOCC1	-21	-5	-5	0.9	5	-4	-6	-2	-1	-2
O=C(N/N=C/c1cccc2cccnc12)[C@H]1C[C@@H]1c1ccccc1	10	-1	-8	-0.2	1	-2	29	10	-21	4
Cc1ccccc1NC(=O)c1ccc2c(c1)C(=O)N(CCC(C)C)C2=O	-6	-10	-1	-0.2	10	-3	-2	3	4	3
Cc1oc(-c2cccc3ccccc23)nc1CN1CCC[C@H]1CO	-17	-29	0	-2.7	29	-1	7	-6	-7	-1
COC(CNC(=O)C(=O)Nc1cc2c3c(c1)CC(=O)N3CCC2)OC	-5	0	11	1.7	0	2	-1	-5	-10	4
O=C(CSc1nc(-c2ccccc2)c(-c2ccccc2)[nH]1)NCCN1C(=O)CSC1=O	-15	-12	-26	0.8	12	nt	14	0	-17	-3
COc1ccc(/C=C/C(=O)Oc2ccc(/C=N/NC(=O)COc3c(C)cccc3C)cc2)cc1	-11	-36	-2	-0.1	36	nt	0	-2	-11	-1
Cc1cc(C)cc(NC(=O)C(c2ccccc2)N2CCN(CC(=O)NC3CC3)CC2)c1 (stereo not drawn)	-12	2	nt	1.4	-2	-2	2	7	-12	-1
Cc1nc(SCC(=O)NCc2ccccc2)c2oc3ccccc3c2n1	10	29	nt	-0.3	-29	nt	-8	-2	-1	1

Three entries out of the list, sorted by SMILES length, smallest number first:
SMILES	PvdQ acylase	SR-BI uptake up	MITF act	CDK5 inh	SR-BI DiI inh	Wnt bcat act	Rtt109 HAT inh	HTR5A ag	dFosB activator	RTF Ca sens act
NC(=O)/C(=C\c1cccnc1)NC(=O)c1ccccc1	-10	5	-7	0.1	-5	-1	-9	0	-3	5
O=C(NCC1CCCO1)C1CCN(C(=O)c2ccc(Br)cc2)CC1 (stereo not drawn)	1	2	0	-1.5	-2	-1	-15	1	0	-2
Cc1ccccc1NC(=O)c1ccc2c(c1)C(=O)N(CCC(C)C)C2=O	-6	-10	-1	-0.2	10	-3	-2	3	4	3

Following part.
SMILES	PvdQ acylase	SR-BI uptake up	MITF act	CDK5 inh	SR-BI DiI inh	Wnt bcat act	Rtt109 HAT inh	HTR5A ag	dFosB activator	RTF Ca sens act
CSc1ncc2[nH]c(C(O)c3ccccc3)nc2n1 (stereo not drawn)	-15	-3	-12	0.0	3	8	7	1	2	-3
O=C(NCC(=O)c1ccccc1)OCc1ccc([N+](=O)[O-])cc1	-16	nt	31	-0.1	nt	1	-6	5	0	3
O=C(O)c1ccc(-c2nc(-c3ccccc3)cs2)cc1	1	19	46	0.8	-19	27	1	-1	-3	-2
O=C(CSc1nc2ncc(Br)cc2[nH]1)Nc1ccc2c(c1)OCO2	-5	2	-11	-1.0	-2	nt	0	0	8	-2
O=C(O)C1CCN(C(=O)CSc2nc3ccccc3c(=O)n2Cc2ccccc2)CC1	-1	nt	0	-0.8	nt	-4	-11	-2	-1	1
CNc1ccc(/C=C/C(=O)c2ccc(C)cc2)cc1[N+](=O)[O-]	-2	14	-2	0.2	-14	-2	0	0	-8	-5
COc1ccc(-c2cc(C)no2)cc1S(=O)(=O)N(C)c1cccc(C)c1	6	-4	6	0.6	4	-2	26	-1	-11	-4
O=C(/C=C/c1ccco1)Nc1ccccc1C(=O)O	-9	28	29	-7.9	-28	-2	5	nt	-14	nt
COc1ccc(C)cc1S(=O)(=O)Nc1cccc(-c2ccc(N3CCCCCC3)nn2)c1	0	-8	14	0.3	8	6	1	-1	-10	-1
O=C(CSc1ccc(-c2cccs2)nn1)N1CCCCC1	-3	-5	12	1.0	5	nt	-6	2	-7	15
Cc1cc(Br)ccc1OCC(=O)N(Cc1nc(-c2ccccc2)no1)C(C)C	-14	34	1	-1.6	-34	nt	0	6	-15	6
O=C(CN1C(=O)S/C(=C\c2ccccc2)C1=O)NC1CCS(=O)(=O)C1 (stereo not drawn)	-6	-6	-2	1.6	6	21	11	2	0	-3
CN1CCN(S(=O)(=O)c2ccc(Cl)s2)CC1	-9	6	7	-1.1	-6	-2	0	1	-1	-1
CCOC(=O)c1ccc(Nc2cc(C)nc3nc(C)nn23)cc1	-5	nt	-7	1.3	nt	1	-3	7	-6	-4
CC(=O)OC(C(=O)NC1CCCCC1)c1ccc(C#N)cc1 (stereo not drawn)	-1	2	nt	0.7	-2	-1	3	0	5	1

In the list so far, ten have an aryl thioether with sulfur outside any ring.
SMILES	PvdQ acylase	SR-BI uptake up	MITF act	CDK5 inh	SR-BI DiI inh	Wnt bcat act	Rtt109 HAT inh	HTR5A ag	dFosB activator	RTF Ca sens act
Cc1ccc(SCC(=O)NCc2ccncc2)cc1	-2	6	-3	-1.2	-6	-7	-3	2	2	15
Cn1cnnc1SCC(=O)NNC(=O)COc1ccc(Cl)cc1	-13	7	2	0.3	-7	0	-8	9	0	1
COc1cc(SC)ccc1C(=O)N(C)Cc1ccccc1	4	-1	9	-0.6	1	nt	1	1	-8	2
COc1ccc2nc(SCC(=O)NC(C)(C)C)[nH]c2c1	5	-19	9	-3.5	19	nt	nt	8	-7	0
O=C(CSc1nc(-c2ccccc2)c(-c2ccccc2)[nH]1)NCCN1C(=O)CSC1=O	-15	-12	-26	0.8	12	nt	14	0	-17	-3
Cc1nc(SCC(=O)NCc2ccccc2)c2oc3ccccc3c2n1	10	29	nt	-0.3	-29	nt	-8	-2	-1	1
CSc1ncc2[nH]c(C(O)c3ccccc3)nc2n1 (stereo not drawn)	-15	-3	-12	0.0	3	8	7	1	2	-3
O=C(CSc1nc2ncc(Br)cc2[nH]1)Nc1ccc2c(c1)OCO2	-5	2	-11	-1.0	-2	nt	0	0	8	-2
O=C(O)C1CCN(C(=O)CSc2nc3ccccc3c(=O)n2Cc2ccccc2)CC1	-1	nt	0	-0.8	nt	-4	-11	-2	-1	1
O=C(CSc1ccc(-c2cccs2)nn1)N1CCCCC1	-3	-5	12	1.0	5	nt	-6	2	-7	15
